Screening data from PubChem BioAssay.
Cav3 T inh: Cav3.2 calcium influx blockers – cell-based, Fluo-4 calcium fluorescence, FDSS, MLSMR library, primary screen. Voltage-dependent T-type calcium channel subunit alpha-1H (Homo sapiens), O95180. Cav3.2-expressing cells; active compounds read low. B-score at 10 µM. 100,000 tested, 4% active. AID 449739, 2010;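 active = single-dose well whose peak fluorescence ratio is a statistical outlier from its plate by either plate-standardised score or position-corrected B-score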
Starred values were filed as active, the others as inactive. These rows are one share of the data (hit frequency here may not be typical).

Cav3 T inh	smiles
0.94	COc1cccc(C(C(=O)NC(C)(C)C)N(C(=O)CCC(=O)Nc2cc(C)on2)C(C)(C)C)c1OC (stereo not given)
-4	CCCCCC(O)(CCCCC)C(=O)NNc1ccccc1
0.34	CSc1ccc(S(=O)(=O)N2CCCC2)cc1
1.5	Cc1cc(C)nc(N2CCC(C(=O)NC3CCCCCC3)CC2)n1
-1.1	COc1cccc(Nc2nc3ccccc3nc2-n2nc(C)cc2C)c1
-0.11	CCCSc1nc2c(=O)[nH][nH]c(=O)c2n1Cc1ccccc1
-0.47	CCOC(=O)C1=C(CSc2nc3c(cc2C#N)CN(C)CC3)OC(N)=C(C#N)C1c1ccccc1 (stereo not given)
1.2	Cc1sc2nc(SCC(=O)N3CCOCC3)[nH]c(=O)c2c1C
-0.65	Cc1cc2ncn(-c3nnnn3-c3ccccc3)c2cc1C
0.4	Cc1cc(=O)oc2cc(OCC(=O)OCc3nnc(-c4ccccc4)o3)ccc12
-1.6	COc1ccccc1N1CCN(C(=O)C2CCN(S(=O)(=O)c3ccc(Cl)cc3)CC2)CC1
-0.25	O=C1C2CC=CCC2C(=O)N1c1nc2n(n1)C(c1ccccc1)CC(c1ccccc1)N2 (stereo not given)
-0.15	O=C(CSc1ncn[nH]1)c1ccccc1
-0.02	Cn1nc(C(=O)Nc2c(-c3ccccc3)nc3sccn23)c2ccccc2c1=O
-1.8	CCCC/C(O)=C1\C(=O)CC(C)(C)CC1=Nc1ccc(OC)cc1
0.042	CC(=O)Nc1ccc(OC(=O)CC2SC(=O)NC2=O)cc1 (stereo not given)
-0.083	Cn1ncc(Br)c1C(=O)Nc1c(F)c(F)cc(F)c1F
0.1	Cc1cc(NC(=O)CCC(=O)N(CC2CCCO2)C(C(=O)NC2CCCC2)c2ccccc2C)no1 (stereo not given)
-4.9*	COC(=O)c1ccccc1NC(=O)CSc1nc(NC(=O)c2ccccc2)c2c(C)c(C)oc2n1
-1.5	COC(=O)c1cccc(NS(=O)(=O)c2ccc(OC)cc2)c1C
-0.097	O=C(Nc1nccs1)NC(C(F)(F)F)C(F)(F)F
-7.3*	CCOC(=O)C(CC)Sc1nnc(COc2ccc(C)cc2)n1-c1ccccc1 (stereo not given)
-0.14	CCC(c1nnnn1Cc1ccccc1)N(Cc1cc2cc(OC)ccc2[nH]c1=O)CC1CCCO1 (stereo not given)
0.94	O=C(O)c1ccccc1C(=O)Nc1nccs1
-1.1	O=C(NNS(=O)(=O)c1ccc(F)cc1F)C1Cc2c(ccc3ccccc23)O1 (stereo not given)
0.4	NC(=O)C1(N2CCCCC2)CCN(C(=O)Nc2ccccc2C(F)(F)F)CC1
-6.2*	CCOC(=O)C1CCCN(CC(=O)NC2=Nc3ccccc3N=C(C)C2c2ccccc2)C1 (stereo not given)
-1.7	CCn1c(SCC(=O)N2CCN(c3ccccc3)CC2)nnc1-c1ccoc1C
2	CCC(=O)N1CCc2cc(S(=O)(=O)CCC(=O)NCCc3ccccc3)ccc21
0.98	CCOC(=O)C1=C(C)NC(SC)=NC1c1ccccc1 (stereo not given)
-1.5	O=C(COC(=O)c1ccc2c(c1)OCCO2)NCCC1=CCCCC1
-0.72	COc1ccc(S(=O)(=O)NNC(=O)C2Cc3c(ccc4ccccc34)O2)cc1 (stereo not given)
0.0091	C=C(C)Cn1c(=O)c(NC(=O)c2ccccc2)c2n(c1=S)CCC2
-0.29	CCOC(=O)c1cnn(-c2ncnc3sc(C)c(C)c23)c1N
-0.98	C[C@@H](C(=O)N1CCN(C(=O)OC(C)(C)C)CC1)n1cc(CCCN=C(NC(=O)OC(C)(C)C)NC(=O)OC(C)(C)C)nn1
0.18	O=C(Nc1ccc(Cc2ccncc2)cc1)c1ccco1
0.65	O=C(CN1C(=O)CSC1=O)NCc1ccccc1
-3.3	c1ccc(N2CCN(c3cnc4ccccc4n3)CC2)cc1
-0.62	O=C(CSc1nnc(-c2cccs2)o1)OC1CCCCC1
0.0067	CSc1ccc(CNC2CC2)cc1

Continued, starting with the last two of the part before.
Cav3 T inh	smiles
-0.62	O=C(CSc1nnc(-c2cccs2)o1)OC1CCCCC1
0.0067	CSc1ccc(CNC2CC2)cc1
-0.037	CCOc1cc(C2NC(=O)NC(C)=C2C(=O)OCc2ccccc2)ccc1O (stereo not given)
1.6	CCn1c2ccccc2c2cc(/C=N/n3cnnc3)ccc21
-0.48	CCCC(=O)NCCCc1nc2ccccc2[nH]1
-0.025	CCOC(=O)CSc1nnc(CNC(=O)c2ccc(OC)cc2)n1Cc1ccccc1
1.4	C=CCS(=O)(=O)c1nc2ccccc2s1
-1.8	Cc1ccc(CSc2nnc(C(F)(F)F)n2Cc2ccc(F)cc2)cc1
-0.13	CC(C)Sc1nnc(NC(=O)C2CC2)s1
-0.039	N#Cc1cc2ccc(N3CCOCC3)cc2cc1C#N
-0.86	COc1ccc(-c2ccc(N(C)C)cc2)cc1[C@H]1[C@H]2C=CC[C@@H](C)[C@@H]2C(=O)N1Cc1ccccc1
0.84	Cc1c(CN(C)C)c2c(n1C)C(=O)c1ccc(Br)cc1-2
-0.39	CCOC(=O)Cc1csc(NC(=O)CSc2nnc(Cc3csc(N)n3)n2C)n1
-0.19	O=C(CCn1[nH]c(=O)c2ccccc2c1=O)NCCO
0.11	C=CCn1c(=O)c2c(nc(-c3ccc(S(=O)(=O)O)cc3)n2C)n(C)c1=O
-1.7	O=C(NCCOc1nc(N2CCOCC2)nc(N2CCOCC2)n1)Nc1ccc(Cl)cc1
1.3	COc1ccc(C(=O)Nc2ccc3c(c2)OCCO3)cc1
-0.12	CCc1c(C)c2nncn2[nH]c1=O
-0.59	Cc1cc(C)nc(SCC(=O)c2ccc([N+](=O)[O-])cc2)n1
-0.061	CNS(=O)(=O)c1cc(OC)ccc1OC
-0.32	O=C(COc1ccc(Cl)cc1Cl)Nc1noc2ccccc12
0.45	COC(=O)C(/C=N/OCc1ccc([N+](=O)[O-])cc1)NC(=O)c1ccccc1 (stereo not given)

The last 2 records of the section above come first, to join the parts:
Cav3 T inh	smiles
-0.32	O=C(COc1ccc(Cl)cc1Cl)Nc1noc2ccccc12
0.45	COC(=O)C(/C=N/OCc1ccc([N+](=O)[O-])cc1)NC(=O)c1ccccc1 (stereo not given)
-0.37	O=C(NCc1ccccc1)C1CCN(S(=O)(=O)N2CCOCC2)CC1
0.42	COc1ccc(C2C3=C(CC(C)(C)CC3=O)Nc3c2c(=O)[nH]c(=O)n3Cc2ccccc2)cc1 (stereo not given)
-1.8	CCOC(=O)N1CCC(n2c(SCC(=O)NCc3ccco3)nc3ccsc3c2=O)CC1
0.0018	CCN(CC)CCCOc1nc(C)nc2c1oc1ccccc12
-2.1	O=C(c1cc(-c2ccncc2)nc2ccccc12)N1CCN(c2ccccn2)CC1
-0.83	COCCNC(=O)COC(=O)CSCc1nc2ccccc2s1
-0.04	CCN(C(=O)COC(=O)c1cccnc1SC)C1CCS(=O)(=O)C1 (stereo not given)
-2.7	COC(=O)[C@@H](NC(=O)N1CCN(c2cccc(C(F)(F)F)c2)CC1)C(C)C
1.7	O=C1NCCCN1Cc1ccc(F)cc1Cl
0.0019	CC1(C)CC(=O)C(Sc2nnc(-c3ccc(O)cc3)n2CC2CCCO2)C(=O)C1 (stereo not given)
0.64	Cc1ccc2c(c1)nnn2C1CCN(S(=O)(=O)c2ccc(C(=O)N(C)C)cc2)CC1
-0.82	COCc1cc(=O)n2c(-c3ccc(C)cc3)n[nH]c2n1
0.97	Cc1ccc(OC(=O)C(F)(F)F)c2c1NCCC2
-0.065	COc1ccc(NC(=O)C2CCCN2C(=O)NCc2ccccc2)cc1OC (stereo not given)
0.05	COc1cc(C(=O)NCCOc2ccccc2)c(Br)c(OC)c1OC
-0.016	Cc1ccc(CNC(=O)[C@@H]2CCC(=O)N2Cc2ccco2)cc1
1	Cc1n[nH]c(C)c1CCc1nc2c3ccccc3nc(SCC(=O)Nc3ccccc3F)n2n1
0.79	CC(=O)Nc1ccc(S(=O)(=O)CCC(=O)O)cc1
-0.82	O=C(c1ccc(C(F)(F)F)cc1)N1CCCCC1
0.02	Cc1nc2ccc(Cl)cc2nc(C)/c1=N\O
-0.56	O=C(Nc1sc2c(c1C(=O)c1ccc(Cl)cc1)CCCC2)c1cccnc1
-1.4	C=CCN=C(C)C1=C(O)CCC1=O
0.1	CCOC(=O)c1c(C)[nH]c(O)c1C=Nc1ccc(Cl)cc1
-0.28	Brc1cnc(N2CCCC2)nc1N1CCCCC1
0.044	N#Cc1c(N)c(C(=O)c2ccccc2)n2c1CCC2
-0.98	COC(=O)[C@H](CC(C)C)NC(=O)NC1CCCc2ccccc21 (stereo not given in full)
-0.4	O=C(CCc1ccc(S(=O)(=O)NCCc2ccccc2)cc1)NCc1ccco1
-0.59	CCOC(=O)Cn1c(CN(C)Cc2ccccc2)nc2c1c(=O)n(C)c(=O)n2C
-0.14	CCOC(=O)c1c(Nc2nc(C)c(C(=O)NC)s2)sc(C)c1C
-0.61	CN(C)c1ccc(-c2nn3c(-c4ccccc4Cl)nnc3s2)cc1

Arranged by count of non-hydrogen atoms (ascending): 14 of the compounds above.
Cav3 T inh	smiles
-1.4	C=CCN=C(C)C1=C(O)CCC1=O
1.7	O=C1NCCCN1Cc1ccc(F)cc1Cl
-0.28	Brc1cnc(N2CCCC2)nc1N1CCCCC1
0.044	N#Cc1c(N)c(C(=O)c2ccccc2)n2c1CCC2
-0.82	COCc1cc(=O)n2c(-c3ccc(C)cc3)n[nH]c2n1
0.1	CCOC(=O)c1c(C)[nH]c(O)c1C=Nc1ccc(Cl)cc1
-0.016	Cc1ccc(CNC(=O)[C@@H]2CCC(=O)N2Cc2ccco2)cc1
-0.61	CN(C)c1ccc(-c2nn3c(-c4ccccc4Cl)nnc3s2)cc1
0.05	COc1cc(C(=O)NCCOc2ccccc2)c(Br)c(OC)c1OC
-0.56	O=C(Nc1sc2c(c1C(=O)c1ccc(Cl)cc1)CCCC2)c1cccnc1
-0.065	COc1ccc(NC(=O)C2CCCN2C(=O)NCc2ccccc2)cc1OC (stereo not given)
0.0019	CC1(C)CC(=O)C(Sc2nnc(-c3ccc(O)cc3)n2CC2CCCO2)C(=O)C1 (stereo not given)
0.64	Cc1ccc2c(c1)nnn2C1CCN(S(=O)(=O)c2ccc(C(=O)N(C)C)cc2)CC1
1	Cc1n[nH]c(C)c1CCc1nc2c3ccccc3nc(SCC(=O)Nc3ccccc3F)n2n1

Next section
Cav3 T inh	smiles
0.51	Cc1ccc(NC(=O)N2CCN(Cc3ccc4c(c3)OCO4)CC2)cc1
-0.02	COc1cc(Cl)c(C)cc1NC(=O)CSCC#N
0.37	Cc1nnc(SCC2CCCO2)n1-c1ccccc1 (stereo not given)
-0.26	CCCCCCCCCCC[C@@H](C[C@@H]1OC(=O)[C@H]1CCCCCC)OC(=O)[C@H](CC(C)C)NC=O
-0.7	CN(CC(O)COCc1cccs1)C1CCCCC1 (stereo not given)
0.53	Oc1ccc(C(=S)N2CCCCC2)cc1Cl
0.14	CCC(C)NC(=O)Cn1cc2c(n1)CCC(C)C2 (stereo not given)
-0.022	O=c1cc(CN2CCN(c3ccc(F)cc3)CC2)nc2sccn12
0.12	COc1ccccc1-c1ccc(Nc2cccc(C(F)(F)F)c2)nn1
0.52	CCOC(=O)N1CCN(S(=O)(=O)c2cc(OCC(N)=O)c(C)cc2Cl)CC1
-3.9	N#Cc1nc(-c2cccs2)oc1NCCc1ccccc1
-0.36	CC(=O)Nc1ccc(OCC(O)CN2CCN(S(=O)(=O)c3ccc(NC(C)=O)cc3)CC2)cc1 (stereo not given)
1.3	CCOC(=O)C1=CSC2=NS(=O)(=O)CCN12
-3.9	CC1=C(C(=O)OCC(C)C)[C@]23C(=O)c4ccccc4[C@@]2(O1)OC(N)=C3C#N
-1.1	NNC(=O)c1cccc(COc2cccc(Br)c2)c1
-3.1	CCOC(=O)c1cc(-c2ccc(Cl)cc2)nc2c1c(C)nn2CCC#N
0.072	CCc1nnc(NC(=O)c2ccc(S(=O)(=O)N3CCCCC3C)cc2)s1 (stereo not given)
-0.13	CC1CCCN(C(=O)Cn2c(=O)oc3ccccc32)C1 (stereo not given)
0.16	Cc1ccc2nc(NC(=O)c3ccco3)sc2c1
0.34	CO/C([O-])=N/c1c[n+](-c2ccc(Cl)cc2)no1
-1.8	COC(=O)CSc1nc2cc3c(cc2cc1C)OCCO3
0.43	COc1ccc(OC)c(C2C(C(N)=O)=C(C)Nc3nc(-c4cccc(Cl)c4)nn32)c1 (stereo not given)
-2	Cc1cc2cc(C(c3nnnn3Cc3ccco3)N3CCc4ccccc43)c(=O)[nH]c2cc1C (stereo not given)
1.3	COc1ccc(N2C(=O)CC(N3CCN(c4nc5ccccc5s4)CC3)C2=O)cc1 (stereo not given)
0.078	O=C1C2C(c3ccccc3)CC=CC2[C@H](c2ccc3ccccc3c2)N1Cc1ccccc1 (stereo not given in full)
-4.2*	CCS(=O)(=O)n1nc(NCc2cccc(OC)c2)nc1NCc1cccc(OC)c1
-0.28	CCCc1nnc(NC(=O)CN2C(=O)c3ccccc3S2(=O)=O)s1
0.23	COC(=O)C1=C(C)N=C2SCCC(=O)N2C1c1ccc(OC(=O)c2ccco2)cc1 (stereo not given)
1.2	CC(=O)c1c(C)[nH]c(C(=O)CSc2nnc(-c3ccc(Cl)cc3)n2CC2CCCO2)c1C (stereo not given)
0.77	CC1=CC2=NC(=O)CC(C)(C(=O)N(CC(=O)NC(C)(C)C)C3CCCC3)N2C=C1 (stereo not given)
0.51	Cn1nnc2sc3c(c2c1=O)CCCC3
-1.9	Cc1nc(NC(=O)CSc2nnnn2Cc2ccccc2)sc1C
-2.7	COc1ccc(C(=O)NC(=S)N(Cc2ccccc2)Cc2ccccc2)cc1
0.49	Cc1cc(/C=N/n2cnnc2)c(C)n1-c1ccc(C(=O)O)cc1
0.15	CCOc1ccc(NC(=O)CCSc2nnc(C)s2)cc1
0.05	O=C(CN1CCOCC1)N(c1ccccc1)c1ccc2ccccc2c1
0.36	O=C(Cc1ccc(-n2cnnn2)cc1)NC12CC3CC(CC(C3)C1)C2
0.66	O=C(CNC(=O)c1ccc(Br)o1)Nc1cccc(-c2cnc3ccccc3n2)c1
-0.25	Cc1ccc(Cn2c(C(C)Nc3nc(C)cs3)nc3cc(Cl)c(Cl)cc32)cc1 (stereo not given)
